ASAP1 GAP inh – inhibitors of human ASAP1 ArfGAP activity; Q9ULH1; ASAP1-stimulated ARF1 GTP hydrolysis, GDP FP detection; inhibition, % at 16.5 µM; 360,000 compounds, 0.19% hits; AID 624377; in the data active = inhibition above about 25%;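 note: 0% = vehicle with enzyme and substrate and 100% = no enzyme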
DDE Tn6 FP inh – disrupts Tn6 cyclic peptide binding to fibrin D-Dimer-E complex. P02675. Fibrin DD(E) TRITC-Tn6 fluorescence polarization displacement. inhibition, % at 8.3 µM. 370,000 compounds, 0.21% hits. AID 720509;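 active = inhibition above a per-campaign cutoff: mean of compounds within control limits plus 3 SD, cut at about 15% in these data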;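 note: 0% = median of all compound wells on the plate and 100% = blocking peptide control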
DDE Tn7 FP inh – inhibitors of Tn7 peptide binding to human fibrin DD(E); AID 720508; inhibition, % at 8.3 µM; 370,000 compounds, 0.13% hits; FP displacement of FITC-Tn7 peptide from fibrin DD(E); 0% = median of compound wells per plate;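 active = inhibition above the mean of compounds falling within the control limits plus 3 SD of them, cut at about 14% in these data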;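 note: 0% = plate median of compound wells and 100% = 10 µM Aha-Tn7 peptide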
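Measure: % inhibition scaled between sample-field median and high-control FP; Test system: human fibrin DD(E); Quantity: 2 µM final DD(E) protein; Doses: one dose, 8.3 µM nominal; Schedule: compound with protein 10 min, then 3 h after probe, room temperature; Detection: fluorescence polarization; Medium: Tris buffer with calcium and detergent, pH 7.8.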
proKLK7 act – activates the human kallikrein-7 zymogen; activation, % at 7 µM; AID 652039; P49862; purified proKLK7, EDANS-DABCYL substrate fluorescence; 100% is mature enzyme control, 0% vehicle; 370,000 compounds, 0.9% hits;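 active = activation above the mean of all tested compounds plus 3 SD, computed per campaign excluding outliers beyond control limits, cut at about 13% in these data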
PLC-gamma1 inh – inhibitors of human phospholipase C gamma1 | P19174 | inhibition, % at 12.2 µM | AID 720700 | 370,000 compounds, 0.84% hits | purified PLC-gamma1, fluorogenic substrate, fluorescence; in the data active = inhibition above about 9.5%
TDP2 absorb – TDP2 (human) inhibition, absorbance primary screen; O95551; 370,000 compounds, 0.34% hits; recombinant TDP2, T5PNP hydrolysis, p-nitrophenol absorbance 415 nm; inhibition, % at 12.8 µM;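 active = inhibition above the mean of all tested compounds plus 3 SD, set per campaign, cut at about 25% in these data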;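 note: 0% = DMSO with enzyme and 100% = buffer with substrate but no TDP2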
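System – recombinant human TDP2 · Quantity – TDP2 enzyme at 120 nM final · Doses – single concentration, 12.8 µM nominal, with 1% DMSO · Incubation – 2 h at 37 °C · Measured by – epi absorbance of p-nitrophenol freed from T5PNP by hydrolysis · Read-out – % inhibition relative to enzyme-containing and enzyme-free wells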
LEDGF integ inh – blocks HIV-1 LEDGF/p75-dependent DNA integration. TR-FRET IN-LEDGF/p75 DNA integration, Eu/Cy5. inhibition, % at 3.7 µM. 370,000 compounds, 0.64% hits. AID 743269;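 active = inhibition above the screen-wide mean plus 3 SD, cut at about 13% in these data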;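 note: signal is the Cy5 over europium emission ratio at 671 and 618 nm; 0% = plate median of compound wells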
ADAM10 inh – inhibitors of human ADAM10. O14672. AID 720582. recombinant ADAM10, EDANS/DABCYL FRET peptide cleavage, 3 h. 370,000 compounds, 0.62% hits. inhibition, % at 7 µM;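 active = inhibition above a per-campaign cutoff equal to the mean of compounds falling between control-based bounds plus 3 SD, cut at about 20% in these data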;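 note: 0% = DMSO wells while the 100% control is not disclosed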
ARFGAP1 inhibitor – inhibits rat ARF GTPase activating protein 1; Arfgap1-stimulated ARF1 GTP hydrolysis, GDP FP detection; inhibition, % at 16.5 µM; 360,000 compounds, 0.26% hits;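 active = inhibition above a per-plate limit, mean inhibition of low control wells plus 3 SD, cut at about 25% in these data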;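 note: 0% = DMSO wells with enzyme and 100% = wells lacking Arfgap1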
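Material: truncated rat Arfgap1 GAP domain; Incubation: compound-enzyme preincubation 20 min, reaction 120 min, detection 60 min, 25 °C; Read-out: percent inhibition of Arfgap1-stimulated GTP hydrolysis; Technique: FP, GDP Alexa 633 tracer displaced from anti-GDP antibody, 620/688 nm; Controls: No-Arfgap1 wells (100%) versus DMSO full-reaction wells (0%); Replication: single well per compound.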
ADAM17 inh – ADAM17 inhibition, QFRET primary screen | P78536 | recombinant ADAM17, EDANS/DABCYL FRET peptide cleavage | inhibition, % at 6.95 µM | 370,000 compounds, 0.83% hits | AID 720648;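 active = inhibition above the mean of compounds lying between control limits plus 3 SD, set per campaign, cut at about 8.5% in these data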;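 note: 0% = DMSO-only wells as the low control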
Active calls of the source: *; i = inactive; nt = not tested or not shown. This is a random part of the collection. Share with any hit: about 4.2%.

SMILES	ASAP1 GAP inh	DDE Tn6 FP inh	DDE Tn7 FP inh	proKLK7 act	PLC-gamma1 inh	TDP2 absorb	LEDGF integ inh	ADAM10 inh	ARFGAP1 inhibitor	ADAM17 inh
O=C(Cn1c(=O)[nH]c2ccccc2c1=O)Nc1ccc2c(c1)OCO2	-5.3	1.7	6.9	-0.4	-5.2	20.3	1.1	-0.3	-8.0	-2.0
CCN(CC(=O)Nc1c(F)cccc1F)C(=O)CCOc1ccccc1	-3.0	-4.1	3.3	-0.3	3.2	-15.2	4.2	7.5	-2.3	1.9
O=C(/C=C/c1ccc(Br)cc1)c1ccc(NC2=NCCCS2)cc1	10.2	-6.7	-5.2	-2.7	4.2	-8.6	2.3	14.0	9.2	8.8*
CCOC(=O)c1sc(NC(=O)CSc2nnc(C(C)C)n2CC)nc1C	6.3	1.6	-6.8	-0.5	4.2	1.4	-0.7	1.9	7.5	1.6
CCOc1ccccc1C1C(C#N)=C(N)Oc2cc(C)n(C)c(=O)c21 (stereo unspecified)	-3.8	-1.5	2.4	0.9	-23.0	-11.8	3.0	-11.9	-4.9	-4.6
Cc1ccc(-c2noc(CCC(=O)NCC3CCCO3)n2)cc1 (stereo unspecified)	-1.1	9.5	-0.7	0.1	-2.9	1.9	-0.1	0.4	-6.7	-4.5
O=C(NCCN1CCC(n2c(=O)[nH]c3ccccc32)CC1)c1ccc2ccccc2c1	1.3	-1.0	0.9	0.3	-0.4	-9.5	-0.3	-7.4	0.3	-4.4
Cc1ccc(C)c(/C=C(\C(=O)O)c2ccc(S(=O)(=O)N3CCCCC3)s2)c1	-1.0	2.0	4.0	0.0	-19.2	7.6	1.2	-7.3	-4.5	-4.8
CC(/C=C/c1ccc(N(C)C)cc1)=N\N=C1\NC(=O)CC(C(=O)Nc2ccccc2)S1 (stereo unspecified)	13.6	-4.9	-3.2	-26.9	i	-18.3	1.1	18.3	-10.4	7.7
CC(=O)/C(=N/Nc1ccccc1)Sc1nnc(CCc2ccccc2)n1-c1ccccc1	-17.0	3.5	1.0	0.5	0.1	-7.8	3.3	15.0	-5.8	3.5
O=c1nc(NC2CCCC2)ccn1Cc1cccc(Br)c1	-0.8	-4.1	-2.0	-0.1	-0.2	-10.4	0.2	-11.5	8.3	0.5
CC(=O)C1=C(C)NC(=O)NC1c1ccc2c(c1)OCO2 (stereo unspecified)	13.0	2.0	-7.8	-0.1	-9.0	21.6	-1.2	-2.7	-16.3	0.7
CC(=O)Nc1ccc(NC(=O)CN(c2ccc([N+](=O)[O-])cc2)S(=O)(=O)c2ccccc2)cc1	6.6	1.5	-5.0	0.4	2.5	-1.7	-3.1	-4.0	12.2	-0.5
CCC(C(=O)NC1CCCC1)N(Cc1cccs1)C(=O)Cn1nnc(-c2ccc(OC)c(OC)c2)n1 (stereo unspecified)	-6.7	5.9	5.6	0.1	3.0	-3.9	-0.6	9.9	6.1	-1.2
O=C(Nc1nc(-c2ccccn2)cs1)c1cccc(-n2cnnn2)c1	9.1	-11.4	-2.1	-1.4	-10.4	1.7	1.9	1.6	13.8	0.1
CC1=NN(C(=O)CCc2ccccc2O)C(O)(C(F)(F)F)C1 (stereo unspecified)	3.1	0.5	-10.8	-0.7	1.0	6.4	2.6	-1.6	6.9	4.9
Cc1ccc(C)c(Nc2c([N+](=O)[O-])cc(C(=O)N3CC(=O)Nc4ccccc43)cc2[N+](=O)[O-])c1	-2.6	-4.5	-4.2	0.9	7.5	4.3	0.8	15.7	-0.5	5.6
COC(=O)C1CN(CCO)CCS(=O)(=O)N1Cc1cccc(Cl)c1 (stereo unspecified)	nt	-0.4	-8.4	-0.2	0.0	5.9	-0.5	1.8	nt	-1.9
CC(C)(C)NS(=O)(=O)c1ccc(N2C(=O)c3ccccc3C2=O)cc1	-9.2	-7.0	-5.8	-0.4	5.4	-1.2	0.8	-5.1	0.1	5.0
Cn1c(=O)n(C)c2cc(NS(C)(=O)=O)ccc21	5.6	5.2	6.0	0.0	-0.5	7.5	2.6	2.4	-1.9	-2.6
CCc1ccc(-c2cc(C(F)(F)F)n3nc(C(=O)Nc4c(C)nn(Cc5ccccc5Cl)c4C)cc3n2)s1	0.5	-1.1	1.1	-2.2	-35.4	0.3	2.8	-20.3	-5.2	-10.8
COc1cc(OC)cc(C(=O)Nc2ccc3c(c2)CCCN3C(=O)c2cccs2)c1	3.0	-7.6	3.9	0.3	1.8	8.6	-0.4	5.7	0.9	1.9
O=C(N/N=C/c1ccc(Br)o1)/C(=C/c1ccc([N+](=O)[O-])cc1)NC(=O)c1ccccc1	-14.7	-3.4	-3.2	-1.2	-12.4	-21.3	1.8	30.6*	5.8	13.4*
Cc1cc(O)ccc1N=Cc1c(C(F)(F)F)[nH][nH]c1=O	-3.7	76.9*	4.1	-0.3	-4.4	10.9	1.0	-2.5	-0.2	0.8
COc1ccccc1C1C=C(c2ccc(Cl)cc2)Nc2nc(N3C(=O)CCC3=O)nn21 (stereo unspecified)	0.7	6.0	-2.9	5.8	-492.7	-3.9	4.2	-112.5	1.0	-33.6
Next part.
SMILES	ASAP1 GAP inh	DDE Tn6 FP inh	DDE Tn7 FP inh	proKLK7 act	PLC-gamma1 inh	TDP2 absorb	LEDGF integ inh	ADAM10 inh	ARFGAP1 inhibitor	ADAM17 inh
N#CNC1=NCN(CCc2ccccc2)CN1	9.8	3.6	4.7	-0.1	3.2	3.8	1.6	-8.3	-3.9	-3.7
C=CCN=C1N[C@@H](c2ccccc2)C(C(=O)OC)=C(C)N1CCOC	2.8	4.3	0.3	0.7	1.2	-3.6	1.3	1.1	2.4	-2.2
CCOC(=O)CC(NC(=O)c1ccco1)c1ccc(OC)cc1 (stereo unspecified)	1.6	6.3	-1.3	-0.9	0.0	3.6	1.3	-4.0	-8.4	-6.7
COc1ccccc1C(=O)NCCC(=O)NCC1CCCCC1	6.7	0.7	-0.9	0.3	-3.9	-5.6	1.9	-8.5	3.1	-2.3
COc1ccc(Cn2cc(COC(=O)Nc3ccc(F)cc3)nn2)cc1	nt	4.5	7.9	0.0	0.0	5.3	4.1	3.2	nt	-0.9
CCN(CC(=O)N1CCCC1)S(=O)(=O)c1ccc(Br)cc1	23.3	1.8	3.4	1.0	1.4	-10.7	-0.3	12.2	-3.7	-0.8
O=C(O)c1cccc(S(=O)(=O)Nc2ccc(OCc3ccccc3)cc2)c1	-1.6	5.0	-1.1	-0.4	-0.3	-5.6	0.5	-3.0	-4.9	0.3
O=C(NCc1ccc2c(c1)OCO2)c1ccc2c(c1)OCO2	-5.5	2.5	0.1	0.0	4.0	-11.3	6.7	4.2	-4.8	1.8
CCCCN1CN=C(Nc2nc3ccccc3o2)NC1	-6.7	13.0	-0.1	-0.3	2.2	1.6	0.4	2.6	6.0	-0.8
O=S1(=O)CC(N2CCC(c3ccccc3)CC2)CN1Cc1ccccc1 (stereo unspecified)	15.1	-3.4	-1.3	-0.1	-1.6	-2.1	-0.5	-9.0	1.9	-0.7
CCn1c(COc2ccc(Cl)cc2)nnc1SCc1ccc(C#N)cc1	-2.2	4.0	-8.0	-0.3	7.0	-17.1	0.0	6.8	-1.1	3.2
CSc1cccc(NC(=O)CSc2ncccc2C(=O)Oc2cccc([N+](=O)[O-])c2)c1	6.7	3.5	3.8	-1.1	-10.1	2.5	1.6	4.1	-12.5	1.4
Cc1cc(C)n(C(=O)CCC2COc3ccccc3O2)n1 (stereo unspecified)	15.4	-4.0	-0.7	0.6	-0.1	-0.7	0.9	-7.1	4.0	-1.4
O=C(NC1CCCCC1)C(c1ccc(F)cc1)N(CCCN1CCOCC1)C(=O)c1ccc(CN2CCOCC2)o1 (stereo unspecified)	-20.3	-1.8	-10.2	-0.4	-0.7	-5.2	0.4	2.1	3.5	0.8
CCOC(=O)C1C(C)N=C2SCC(=O)N2C1c1cccc(Br)c1 (stereo unspecified)	9.8	4.5	0.5	0.3	-4.4	-3.1	1.2	-8.4	1.5	-3.7
COC(=O)c1ccc(NC(=O)CSc2nncn2C)cc1	0.5	1.6	-1.0	-0.2	4.7	3.9	0.7	1.1	2.6	0.6
CC12CCC(=O)N1C(C(=O)NNC(=O)COc1ccccc1Cl)CS2 (stereo unspecified)	-3.9	-8.8	1.9	-0.5	-0.8	-2.4	-6.0	-8.4	7.8	-6.4
COc1ccc(OCC(=O)N/N=C(/C)Cc2ccccc2)cc1	-4.0	-0.1	0.3	-0.8	-10.7	-9.9	-0.5	-26.6	-5.8	-8.5
COc1ccc2c(c1)-c1nc(NC(=O)c3cccs3)sc1CC2	11.3	-21.0	-3.4	-2.7	-76.2	-3.2	-2.1	-21.7	12.3	5.5
O=C(COc1ccccc1)Nc1nc(-c2ccncc2)cs1	5.8	-7.9	-4.1	0.2	-0.1	-13.1	-3.5	-5.0	6.5	-3.1
Cc1ccc(C)c(-n2c(SCC(=O)Nc3nnc(C)s3)nnc2-c2ccoc2C)c1	13.3	-4.2	-3.6	-0.1	0.7	-9.4	1.4	-3.9	16.6	-4.0
CC(C)CC(=O)NCCc1ccncc1	8.5	-4.3	-4.2	0.4	2.4	-6.8	2.4	5.9	6.7	1.8
COc1cc(/C=N/N2CCOCC2)ccc1OC(=O)c1ccco1	0.3	0.7	0.1	0.2	1.0	-1.8	-3.6	-6.1	7.1	-3.0
[N-]=[N+]=CC(=O)C(c1ccccc1)(c1ccccc1)c1ccccc1	3.9	5.2	3.9	0.2	2.0	-5.5	-0.1	-6.4	1.1	-5.9
CCOc1ccc(CCNC(=O)Cc2nn[nH]n2)cc1OCC	-6.4	3.8	9.5	-0.2	-0.1	-7.6	0.9	-3.8	-0.7	4.4
COc1cccc(C2c3c(C)nn(-c4ccc([N+](=O)[O-])cc4)c3N=C3C(=O)Nc4ccccc4N32)c1 (stereo unspecified)	12.1	-3.0	-8.7	-0.3	-6.8	20.7	-2.5	-5.3	7.7	-0.4

Results in LEDGF integ inh, ARFGAP1 inhibitor and PLC-gamma1 inh (3 entries from above):
molecule	LEDGF integ inh	ARFGAP1 inhibitor	PLC-gamma1 inh
O=C(COc1ccccc1)Nc1nc(-c2ccncc2)cs1	-3.5	6.5	-0.1
Cc1ccc(C)c(-n2c(SCC(=O)Nc3nnc(C)s3)nnc2-c2ccoc2C)c1	1.4	16.6	0.7
CC(C)CC(=O)NCCc1ccncc1	2.4	6.7	2.4

Screening results deposited in PubChem BioAssay by The Scripps Research Institute Molecular Screening Center.
